HCV NS3h FP: blocks HCV NS3 helicase binding to DNA. 1.6% of 16,000 active. inhibition, % at 100 µM. NS3h Cy5-dT15 DNA binding, fluorescence polarization. AID 687043;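 active = inhibition above the average over every tested compound plus 3 SD, cut at about 40% in these data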
Cy5 interf NS3h: counter-screen for HCV NS3 helicase inhibitors: fluorescence interference | Cy5-dT15 DNA with NS3h; actives lie on both sides; signal over control mean, under 1 quenches | fluorescence interference ratio at 100 µM | 6% of 16,000 active;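 active = compound fluorescence over control fluorescence at most 0.8, a quencher, or at least a set upper limit, an enhancer; inactive = ratio between 0.8 and the set upper limit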
Starred values were filed as active, the others as inactive.

Results follow in this order: HCV NS3h FP | Cy5 interf NS3h
O=C(CCCN1C(=O)c2cccc3cccc(c23)C1=O)NC1CCS(=O)(=O)C1 (centres undefined)
  -7 | 1
O=C1c2cccnc2C(=O)N1c1ccc(Oc2ccc(N3C(=O)c4cccnc4C3=O)cc2)cc1
  19 | 0.68*
O=C(c1cc2n(n1)C(C(F)(F)F)CC(c1ccccc1)N2)N1CCCc2ccccc21 (centres undefined)
  7 | 1
CCOC(=O)COc1ccc(/C=C(/C#N)C(=O)Nc2ccccc2C)cc1
  7 | 1
Cc1ccc(N2C(=O)/C(=C/c3ccc(Cl)cc3)SC2=S)cc1C
  7 | 0.92
O=C(Cc1cccs1)NCC1CCCO1 (centres undefined)
  -7 | 0.99
CNC(=O)C(C)NC(=O)C12CC3CC(CC(C3)C1)C2 (centres undefined)
  0 | 1.1
COc1cccc(C(=O)Nc2ccc(N3CCN(C(C)=O)CC3)cc2)c1
  3 | 1
Cc1cc([N+](=O)[O-])ccc1-c1cc2ccccc2oc1=O
  18 | 0.69*
Cc1ccc(N2CC(C(=O)Nc3nccs3)CC2=O)cc1 (centres undefined)
  8 | 0.96
S=C1NCCOCCOCCOCCN1
  7 | 1
O=C(O)CN=Cc1c(O)[nH]c2ccccc12
  -3 | 0.93
COc1cc(C(=O)NCCC(C)C)c([N+](=O)[O-])cc1OC
  3 | 0.98
CC(=O)Nc1ccc(S(=O)(=O)NCCc2ccc(S(N)(=O)=O)cc2)cc1
  2 | 0.97
CC(O)=CC(N)=NC(=O)c1ccccc1
  3 | 1.1
CCc1cccc(C)c1NC(=O)c1ccc(C)c([N+](=O)[O-])c1
  15 | 1.1
Cc1ccc(C)c(NC(=O)c2cncc(Br)c2)c1
  6 | 1
COC(=O)C1=C(O)/C(=C/c2ccc(OCC(=O)NC(C)C)cc2)N=C1C
  9 | 1
C=CCOc1nc(-c2ccc(Br)cc2)nc2ccccc12
  10 | 1
O=C1CCCC2=C1C(c1cccc(Br)c1)C1=C(CCCC1=O)O2
  4 | 1.1
O=C(CSc1nc2ccc(Br)cc2c(=O)n1-c1ccccc1)NCCOc1ccccc1
  20 | 1
O=C1NC(=Nc2cccc(O)c2)S/C1=C/C(Cl)=C/c1ccc([N+](=O)[O-])cc1
  26 | 0.99
COc1ccc(/C=N\n2cnnc2)cc1COc1ccc(NC(C)=O)cc1
  22 | 1.1
Cc1ccc(S(=O)(=O)Nc2cccc3ccc[n+](C)c23)cc1
  -15 | 1
O=P(OCCN1CCOCC1)(c1ccccc1)c1ccccc1
  -9 | 0.98
Cn1cnc2cc(Nc3nnc(-c4ccccc4)c4ccccc34)ccc21
  -4 | 1
Clc1ccccc1Cc1noc(-c2ccccc2Cl)n1
  2 | 0.92
O=C(Nc1nc(-c2ccccc2)c(-c2ccccc2)s1)c1ccccc1F
  14 | 1
CCOC(=O)c1ccc(NC2C=CS(=O)(=O)C2)cc1 (centres undefined)
  -4 | 0.99
N#CC1=C(N)SC(N)=C(C#N)C1c1cccc(Cl)c1
  20 | 0.94
Cc1cccc(/C(N)=N\OC(=O)CCc2ccccc2)c1
  5 | 1
COc1ccc(NC(=O)CSc2ccccn2)cc1
  -14 | 1
Cc1ccc(N(CC(=O)NCCSc2ccc(Cl)cc2)S(C)(=O)=O)cc1
  12 | 0.99
CN1C(=O)/C(=C/c2ccccc2F)SC1=S
  10 | 0.97
O=C(CN1CCOCC1)N/N=C\c1cc(Br)ccc1O
  3 | 1.1
Cc1cn(S(=O)(=O)c2cc(Cl)ccc2Cl)cn1
  -4 | 1.1
COc1cc(C2N(c3ccccc3)CCN2c2ccccc2)ccc1OC(C)=O
  10 | 1
O=C1CSC(=S)N1/N=C\c1cccc(OCCOc2ccc(Br)cc2)c1
  10 | 1.2
C#CCOc1c(Br)cc(C2C(C(=O)OC)=C(C)NC3=C2C(=O)c2ccccc23)cc1OC (centres undefined)
  1 | 1
CCOc1cc(C(=O)Nc2ccc(Br)cn2)cc(OCC)c1OCC
  2 | 1.1
O=C(Nc1cc2c(s1)CCCC2)c1ccccc1
  -2 | 0.89
O=C(O)C(Cc1ccccc1)n1c(O)c(C=C2C=Nc3ccccc32)sc1=S (centres undefined)
  22 | 0.88
C=CCc1ccccc1OCCOc1ccc(/C=C2/SC(=S)N(C)C2=O)cc1
  -2 | 0.99
O=C(Cc1ccccc1)NC(c1ccc(Cl)cc1)c1ccc2cccnc2c1O (centres undefined)
  5 | 1
O=C(N/C(=C/c1cccs1)C(=O)N1CCOCC1)c1ccccc1
  -2 | 0.98
COc1ccc(C2=N/C(=C/c3ccc([N+](=O)[O-])cc3)C(=O)N2c2ccc(F)cc2)cc1
  12 | 1.2
COc1cccc(NC(=O)c2sc3cc(C)ccc3c2Cl)c1
  -2 | 0.98
COCCCNC(=O)CN(c1ccc(C)cc1)S(=O)(=O)c1ccc(SC)cc1
  -5 | 0.97
OC(CC#CCN1CCC(c2ccccc2)C1)(c1ccccc1)c1ccccc1 (centres undefined)
  14 | 0.97
Cc1ccc(NC(=O)CN(c2ccc(Br)cc2)S(C)(=O)=O)cc1
  18 | 0.95

(next part)
Results follow in this order: HCV NS3h FP | Cy5 interf NS3h
COc1ccc(Cl)cc1N(CC(=O)NCCSc1nc2ccccc2s1)S(=O)(=O)c1ccccc1
  15 | 0.98
COC(=O)C1C(c2ccccc2)=NN(c2ccccc2)C1C(=O)OC (centres undefined)
  12 | 0.91
CCOC(=O)C1=C(C)NC(=O)NC1c1ccccc1Cl (centres undefined)
  -6 | 0.93
O=C(O)c1cc2n(n1)C(C(F)(F)F)CC(c1cccs1)N2 (centres undefined)
  6 | 1.1
CC1CCCC(C)N1C(=O)c1ccc(I)cc1 (centres undefined)
  10 | 1
CCC1=NN2C(=N)/C(=C/c3ccc(-c4cc(Cl)ccc4Cl)o3)C(=O)N=C2S1
  3 | 0.9
CCOC(=O)c1c(NC(=S)NC(=O)c2ccc(OC)cc2)sc2c1CCC(C)C2 (centres undefined)
  5 | 1
O=C(NCCc1ccccc1Cl)C1CC(=O)N(c2ccccc2)C1 (centres undefined)
  -5 | 1
O=C(O)CC(Cc1ccc(Br)cc1)C(=O)NCc1ccccc1 (centres undefined)
  -1 | 1
O=C(Nc1ccc(OCc2ccccc2)cc1)c1ccc(Cl)c([N+](=O)[O-])c1
  26 | 0.95
COc1ccc(C(=O)/C=C/C=C(Cl)Cl)cc1
  6 | 0.95
COc1ccc(CNC(=O)COc2ccc(Cl)cc2Br)cc1
  -5 | 0.89
CCCCC1(C2CCCCC2)Cc2ccccc2-c2nc(SCC(N)=O)[nH]c(=O)c21 (centres undefined)
  9 | 0.93
O=C(Nc1ccc(Cl)cc1)c1ccccc1C(F)(F)F
  15 | 0.94
Cc1cc(C)c(OCC(=O)Nc2ccc(Br)cc2)c(C)c1
  12 | 1.1
CCC(C)NC(=O)CN(c1cccc(Br)c1)S(=O)(=O)c1ccccc1 (centres undefined)
  3 | 1
COc1cc(C=C2C(=O)NC(=S)NC2=O)cc(Cl)c1OCCOc1ccccc1
  24 | 0.97
Cc1ccc(OCCOCCOc2cccc(/C=c3\sc4nc5ccccc5n4c3=O)c2)cc1
  1 | 0.98
CC(C)C(=O)NS(=O)(=O)c1ccc(NC(=O)C(F)(F)F)cc1
  -6 | 1.1
O=c1c2c(nc3cc(-c4ccc(Br)cc4)[nH]n13)CCCC2
  3 | 0.9
Cc1cccc(C)c1NC(=O)c1cc2ccccc2o1
  8 | 1.1
COc1ccc2c(-c3ccccc3)cc(=O)[nH]c2c1
  2 | 0.98
Cc1ccc(C(C)C)c(OCCNC(=O)c2ccc(Cl)cc2Cl)c1
  12 | 1
O=C(COc1ccc(Cl)cc1)Nc1nc(-c2ccc(S(=O)(=O)N3CCOCC3)cc2)cs1
  13 | 0.86
Oc1ccc(Br)cc1CN1CCN(Cc2cccc3ccccc23)CC1
  -8 | 0.93
COc1ccc(C(C2=C(O)CC(C)(C)CC2=O)C2C(=O)CC(C)(C)CC2=O)cc1OC (centres undefined)
  1 | 1
CC(C)CC(=O)Nc1ccc(-c2nc3ccccc3s2)cc1
  11 | 1.1
Cc1cc([N+](=O)[O-])c(-c2ccc(/C=N\n3cnnc3)o2)cc1Cl
  12 | 0.9
COc1cc(C(=O)N2CCC(Cc3ccccc3)CC2)c([N+](=O)[O-])cc1OC
  23 | 0.65*
O=S(=O)(Nc1ccc(O)c(Cl)c1)c1cc(Cl)ccc1Cl
  2 | 0.94
O=C1NC(=S)S/C1=C\c1cc(Cl)c(OCc2ccccc2)c(Cl)c1
  5 | 1
O=c1[nH]nc(Cc2nc3ccccc3s2)c2ccccc12
  9 | 1.2
Cc1cc(OCC(=O)Nc2ccc(NC(=O)c3ccccc3)c(Br)c2)cc(C)c1Cl
  0 | 0.93
O=C(NCC(O)c1ccccc1)C(=O)NC1CC1 (centres undefined)
  2 | 0.9
CC1(C)OC(=O)C2(C(=O)O1)C1C3C4CC5C6C4C1C6C2C53 (centres undefined)
  2 | 1.1
CC(=O)Nc1ccc(C(=O)Nc2ccccc2C(=O)O)cc1
  0 | 1.1
CC1(C)C/C(=N/N)c2cc(=O)[nH]nc2C1
  -6 | 1.1
Nc1ccc(Sc2ccccc2[N+](=O)[O-])cc1
  8 | 0.9
Cc1oc2ccc(NS(=O)(=O)c3ccccc3)cc2c1C(=O)OC(C)C
  15 | 0.89
COc1cc(/C=c2\sc3nc4ccccc4n3c2=O)ccc1OS(=O)(=O)c1ccccc1
  -5 | 1
Cc1cc(C)c(NC(=O)c2ccc(C(=O)Nc3c(C)cc(C)cc3C)cc2)c(C)c1
  -1 | 1
COC(=O)Nc1c(-c2ccccc2)nc2ccc(Cl)cn12
  6 | 1
CCN(CC)c1ccc(C=Nc2ccc(S(N)(=O)=O)cc2)c(O)c1
  9 | 1
COc1ccc(OC)c(C2NC(=S)NC(C)=C2C(=O)Nc2cccc(Cl)c2)c1 (centres undefined)
  9 | 0.95
Brc1ccc(NCn2nnc3ccccc32)cc1
  9 | 1.2
Cc1ccc(C(O)=C2C(=O)C(=O)N(CCCC(=O)O)C2c2ccccc2Cl)cc1 (centres undefined)
  10 | 0.94
CCOc1cc(OCC)cc(C(=O)Nc2ccc(C(C)=O)cc2)c1
  6 | 1
COC(=O)c1cc(C(=O)N2CC(C)OC(C)C2)cc([N+](=O)[O-])c1 (centres undefined)
  0 | 1.1
CC1(C)CC(NC(=O)c2ccc(I)cc2)CC(C)(C)N1
  2 | 1.1
CCc1c(C)[nH]c2ccc(C(=O)O)cc2c1=O
  -12 | 1

Another view of two compounds above:
Molecule | HCV NS3h FP | Cy5 interf NS3h
CCOc1cc(OCC)cc(C(=O)Nc2ccc(C(C)=O)cc2)c1 | 6 | 1
COC(=O)c1cc(C(=O)N2CC(C)OC(C)C2)cc([N+](=O)[O-])c1 (centres undefined) | 0 | 1.1

Reformatted: results already given.
SMILES: COC(=O)c1cc(C(=O)N2CC(C)OC(C)C2)cc([N+](=O)[O-])c1 (centres undefined)
  HCV NS3h FP = 0
  Cy5 interf NS3h = 1.1

SMILES: CCOc1cc(OCC)cc(C(=O)Nc2ccc(C(C)=O)cc2)c1
  HCV NS3h FP = 6
  Cy5 interf NS3h = 1

SMILES: COC(=O)Nc1c(-c2ccccc2)nc2ccc(Cl)cn12
  HCV NS3h FP = 6
  Cy5 interf NS3h = 1

SMILES: Cc1ccc(C(O)=C2C(=O)C(=O)N(CCCC(=O)O)C2c2ccccc2Cl)cc1 (centres undefined)
  HCV NS3h FP = 10
  Cy5 interf NS3h = 0.94

The list continues:
Results follow in this order: HCV NS3h FP | Cy5 interf NS3h
COc1ccccc1OCCOc1c(I)cc(/C=C2/SC(=S)N(C)C2=O)cc1OC
  2 | 1
O=C(Nc1ccc(-c2cnc(-c3ccc(NC(=O)C(F)(F)F)cc3)nc2)cc1)C(F)(F)F
  4 | 0.9
CCc1ccccc1NC(=O)COc1ccc(C)cc1
  19 | 1
O=C(Nc1nnc(COc2ccc(Cl)cc2)s1)c1ccccc1F
  23 | 1
COc1ccccc1N(CC(=O)Nc1ccccc1Br)S(=O)(=O)c1ccccc1
  17 | 1
O=c1c2c(nc3cc(-c4cccc(F)c4)[nH]n13)CCC2
  11 | 1
O=C(NNC(=O)c1ccc(-c2ccccc2)cc1)Nc1ccccc1
  7 | 0.88
Nc1ccc2oc(-c3cccc(Cl)c3)nc2c1
  14 | 1
COc1cc(/C=C2\C(=O)NC(=O)N(c3ccc(C)cc3)C2=O)ccc1OCc1ccccc1
  9 | 1.1
Cc1ccccc1-c1cc2nc(C)c(Cl)c(=O)n2[nH]1
  -1 | 1
Cc1ccc(C(=O)N/C(=C\c2cn(-c3ccccc3)nc2-c2ccc(F)cc2)C(=O)NCc2cccnc2)cc1
  8 | 1
O=C(O)CN1C(=O)S/C(=C\c2ccc(Cl)cc2)C1=O
  -5 | 1
Cn1cnnc1SCC(=O)Nc1ccccc1
  -1 | 0.92
COc1cc(/C=C2/SC(=S)N(CCC(=O)O)C2=O)cc(Br)c1O
  17 | 0.99
CCCOc1ccc(/C=C2\C(=O)NN(c3ccccc3)C2=O)cc1
  7 | 1
COC(=O)C(C)Oc1cc2oc(=O)cc(-c3ccccc3)c2cc1Cl (centres undefined)
  12 | 0.89
